CIT2-GFP yeast = modulators of CIT2-GFP expression in yeast, primary screen, S. cerevisiae, GFP fusion, multiplex flow cytometry, MLPCN library | S. cerevisiae CIT2-GFP strain, 3 h; 100 means same as DMSO wells | GFP response vs DMSO, % at 10 µM | hit rate 0.065% among 320,000 | AID 2029, 2009;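 active = GFP response relative to DMSO above a set limit, near the screen mean plus 3 SD, cut at about 150% in these data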;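 note: ratio of well median GFP fluorescence to mean of DMSO wells on the plate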
BCLXL inh = inhibitors of human Bcl-xL, primary screen, biochemical, fluorescence polarization, HTS. AID 2129, 2009. GST-Bcl-xL / FITC-Bim BH3 peptide fluorescence polarization. inhibition, % at 10.9 µM. hit rate 0.7% among 320,000. Bcl-2-like protein 1 (Homo sapiens), Q07817;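 active = inhibition above the mean of all tested compounds plus 3 SD, cutoff set per campaign, cut at about 30% in these data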;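 note: 0% = DMSO wells and 100% = unlabeled Bim-BH3 peptide competitor; inhibitors lower millipolarization by displacing the labeled peptide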
Target sequence (Q07817 whole entry, looked up): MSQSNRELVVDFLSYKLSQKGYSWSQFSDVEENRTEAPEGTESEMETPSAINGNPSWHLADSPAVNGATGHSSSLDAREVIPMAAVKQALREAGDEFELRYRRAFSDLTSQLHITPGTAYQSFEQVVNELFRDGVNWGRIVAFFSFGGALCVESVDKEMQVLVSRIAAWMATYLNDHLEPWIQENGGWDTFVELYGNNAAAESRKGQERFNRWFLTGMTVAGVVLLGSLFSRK
CR mimetic SO = reduction of superoxide in aged yeast, primary screen, HTS; superoxide response (% of plate mean), % at 10 µM; AID 2690, 2010; hit rate 0.18% among 330,000; S. cerevisiae aged cells, superoxide DHE fluorescence; stronger effect = lower value;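 active = superoxide response under a set limit, about three screen SD below normal, cut at about 65% in these data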;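 note: yeast aged for seven days with compound at 30 °C before DHE staining; 100% = average MFI of all compound-treated wells on the plate with controls excluded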
MCL1-BIM inh = inhibitors of MCL1 binding to BIM-BH3, primary screen, biochemical, fluorescence polarization. Induced myeloid leukemia cell differentiation protein Mcl-1 (Homo sapiens), Q07820. inhibition, % at 10.9 µM. hit rate 0.68% among 320,000. GST-MCL1 / FITC-Bim-BH3 fluorescence polarization;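 active = inhibition above the mean inhibition of all tested compounds plus 3 SD, set per campaign, cut at about 40% in these data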;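 note: 0% = DMSO wells and 100% = unlabeled Bim-BH3 peptide control; higher means more loss of mP so more displacement of Bim peptide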
MEX-5 binding = MEX-5 zinc finger RNA-binding disruptors – biochemical, C. elegans, fluorescence polarization, MLPCN library, primary screen. MEX-5/FITC-TCR2 RNA binding; stronger effect = lower value. activity score (negative = inhibition of binding), % at 10 µM. hit rate 0.38% among 300,000;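 active = inhibition past about -25% in most replicates, and total fluorescence under double the plate's negative control median, limit read from the data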;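 note: 0% = DMSO and -100% = 5 µM competing unlabeled TCR2 RNA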
VLA-4 inh = inhibition in human VLA-4 binding assay, primary screen, VLA-4 allosteric modulator project, MLPCN library, flow cytometry, VLA-4 expressing cells. Integrin alpha-4 (Homo sapiens), P13612. ligand binding flow cytometry. inhibition, % (about 7 µM as worked out from the volumes in the protocol). hit rate 0.2% among 330,000. AID 2557, 2010; in the data active = inhibition above about 50%
GLD-1 TGE inh = GLD-1/TGE RNA complex disruptors, primary screen, biochemical, fluorescence polarization; Female germline-specific tumor suppressor gld-1 (Caenorhabditis elegans), Q17339; purified GLD-1 + fluorescein TGE RNA; inhibition, % at 5.96 µM; hit rate 0.44% among 320,000;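 active = percent inhibition above a per-plate cutoff, the plate mean of test compounds plus 3 SD, cut at about 30% in these data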;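 note: 0% = DMSO wells with GLD-1 and probe and 100% = wells lacking GLD-1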
GRK2 aptamer HTS = compounds blocking aptamer binding on GRK2 – biochemical, human GRK2, bead flow cytometry, HTS, primary screen. hit rate 0.59% among 330,000. FAM-aptamer displacement from GRK2. Beta-adrenergic receptor kinase 1 (Homo sapiens), P25098. inhibition of aptamer binding, % at 10 µM;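 active = inhibition of aptamer binding above 40%, roughly 3 SD of noise, on plates passing a quality check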;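 note: median bead fluorescence of bound FAM aptamer so fluorescent compounds give negative values; no value below 0 was filed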
Target sequence (P25098 whole entry, looked up): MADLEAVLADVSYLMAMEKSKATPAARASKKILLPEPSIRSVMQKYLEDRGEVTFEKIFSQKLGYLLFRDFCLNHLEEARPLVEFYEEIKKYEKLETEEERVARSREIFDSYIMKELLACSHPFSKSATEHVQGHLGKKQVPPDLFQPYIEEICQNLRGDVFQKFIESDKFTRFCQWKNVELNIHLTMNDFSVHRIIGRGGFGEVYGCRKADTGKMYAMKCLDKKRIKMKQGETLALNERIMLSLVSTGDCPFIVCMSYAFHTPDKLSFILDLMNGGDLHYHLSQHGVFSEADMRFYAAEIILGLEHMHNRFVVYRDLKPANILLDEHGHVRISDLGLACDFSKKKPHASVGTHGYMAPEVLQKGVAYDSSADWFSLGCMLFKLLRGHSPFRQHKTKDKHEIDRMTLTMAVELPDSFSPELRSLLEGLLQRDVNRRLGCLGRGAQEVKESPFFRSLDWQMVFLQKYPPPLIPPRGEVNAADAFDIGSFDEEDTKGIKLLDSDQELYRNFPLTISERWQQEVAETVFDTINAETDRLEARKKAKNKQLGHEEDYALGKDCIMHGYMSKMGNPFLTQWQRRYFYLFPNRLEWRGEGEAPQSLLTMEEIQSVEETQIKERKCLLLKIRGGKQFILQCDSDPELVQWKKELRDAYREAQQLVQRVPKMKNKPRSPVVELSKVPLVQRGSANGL
AGP1 TOR yeast = modulators of AGP1-GFP expression in yeast TOR pathway, primary screen, cell-based, multiplex flow cytometry, S. cerevisiae, MLPCN library; 3 h; GFP as percent of DMSO wells; GFP response vs DMSO, % at 10 µM; hit rate 0.02% among 320,000; AID 2066, 2009;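 active = GFP response relative to DMSO above a set limit, near screen average plus 3 SD, cut at about 150% in these data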;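 note: median GFP channel fluorescence of the gated AGP1 strain per well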
Numbers without * were called inactive; nt = not tested or not shown.

#	SMILES	CIT2-GFP yeast	BCLXL inh	CR mimetic SO	MCL1-BIM inh	MEX-5 binding	VLA-4 inh	GLD-1 TGE inh	GRK2 aptamer HTS	AGP1 TOR yeast
1	O=C(OCc1nnc(-c2ccc(Cl)cc2)o1)c1ccc(O)cc1	71.8	1.1	91.2	-2.9	-0.8	-12.0	-4.8	3.0	103.9
2	COc1ccc(/C=C/C(=O)OCC(=O)N2CC(=O)Nc3ccccc32)cc1	92.4	4.2	84.3	-12.9	-0.5	6.5	-1.3	0.0	87.8
3	CC1(C)CC(=O)C2(CC3=C(CC(C)(C)CC3=O)O2)C(=O)C1	90.0	0.6	88.0	-8.2	-0.1	-3.3	-0.4	0.0	90.0
4	Cc1ccc(N(C(=O)c2ccn[nH]2)C(C(=O)NC2CCCC2)c2cccs2)cc1 (centres undefined)	75.7	3.7	77.1	2.4	1.7	-2.4	2.4	0.0	102.2
5	Clc1cccc(Nc2nc(-c3cccnc3)cs2)c1	111.1	2.8	96.5	0.5	-2.3	5.8	1.9	0.0	91.1
6	COC(CNC(=O)CC1C(=O)N(Cc2ccccc2)C(C)c2nc3ccccc3n21)OC (centres undefined)	103.2	5.0	87.8	9.1	-0.2	4.8	0.9	1.0	100.4
7	COc1cc(/C=C/C(=O)Nc2ccc(N3CCCCC3)c(S(=O)(=O)Nc3ccccc3Cl)c2)cc(OC)c1OC	94.4	-0.6	97.0	-2.1	-0.5	0.0	0.7	0.0	104.6
8	COc1cccc(Oc2cc(Cl)nc(N)n2)c1	109.9	5.9	102.1	13.1	-1.9	-9.7	7.7	0.0	94.0
9	CC(NC(=S)NCCCN1CCOCC1)C12CC3CC(CC(C3)C1)C2 (centres undefined)	97.0	6.1	101.4	4.7	nt	-1.6	8.3	0.0	101.9
10	CCn1ccnc1CN(C)Cc1nc(-c2ccc3c(c2)OCO3)no1	102.4	3.3	91.0	9.1	2.2	0.8	7.1	4.0	98.2
11	CC(C)NC(=O)c1onc(CSc2ccccc2)c1C(=O)O	nt	4.5	nt	1.1	-0.8	nt	13.1	nt	nt
12	NC(=O)C1CCN(C(=O)/C=C/c2cc(Br)ccc2F)CC1	100.9	-0.6	110.5	1.7	0.2	16.6	-2.3	0.0	94.2
13	O=C(Nc1cccn(Cc2c(Cl)cccc2Cl)c1=O)c1ccc(Cl)cc1	123.8	3.2	102.9	-4.8	-6.5	-4.6	0.5	2.0	95.8
14	COc1ccc2c(C)cc(SCC(=O)Nc3ncc(Cl)cc3Cl)nc2c1	104.3	5.2	81.8	-1.7	0.4	4.7	-2.5	2.0	104.1
15	CCOC(=O)c1ccc(N=NN(C)C)cc1	104.8	1.1	95.2	-2.9	0.4	8.2	5.1	0.0	95.0
16	CCCn1c(SCC(=O)NC2CCCCC2)nnc1-c1cccnc1	99.0	1.8	102.2	8.0	-0.4	2.9	0.4	0.0	106.3
17	COc1ccc(OC)c(/C=N/NC(=O)c2cc[n+](CC(=O)c3ccccc3)cc2)c1	101.6	-9.5	91.2	-14.5	-0.9	-3.4	1.2	0.0	103.8
18	COc1ccc(-n2cc(CNCCc3ncc(C)[nH]3)c(-c3ccccc3Cl)n2)cc1	92.9	5.7	92.5	7.9	0.1	-5.6	4.0	2.0	95.0
19	CCOC(=O)c1c(NC(=O)COC(=O)c2cc(OC)c(OC)cc2[N+](=O)[O-])sc(C)c1CC	101.3	-1.6	99.9	1.6	1.2	13.8	0.8	3.0	104.9
20	Cc1ccc(N/C(N)=N/c2nc(CSc3nnc(N)s3)cc(=O)[nH]2)cc1	103.3	4.0	102.8	-2.6	-2.8	4.3	-4.5	0.0	103.0
21	COc1ccc(/C=N/N2CCN(c3ccccc3OC)CC2)cc1Br	98.9	-5.7	91.8	-2.4	0.0	-0.7	-1.7	2.0	94.8
22	CCOC(=O)N1CCN(CC(=O)Nc2cc(OCC)ccc2OCC)CC1	90.5	6.0	106.5	-0.1	nt	-17.6	1.3	0.0	95.3
23	O=C(NC1CCCCC1)C(c1ccccn1)N(C(=O)c1csnn1)C1CCCCC1 (centres undefined)	104.8	3.6	101.4	0.2	-1.3	17.1	4.2	0.0	102.8
24	C=CC[C@@H](CC(=O)NCCO)C(=O)N[C@@H](COC(=O)[C@@H](CC=C)CC(=O)OC(C)(C)C)Cc1ccccc1	86.5	nt	86.2	nt	nt	14.0	1.2	7.0	97.7
25	Cc1ccc(-n2c3c(c(=O)[nH]c2=O)C(C(F)(F)F)(C(F)(F)F)NC(=O)N3)cc1	109.8	6.2	90.3	1.6	1.5	-16.1	-0.5	0.0	109.9
26	CC(C)(C)OC(=O)N1CCC[C@H]1C(=O)N/N=C/c1cccc2cccnc12	103.5	1.6	83.0	0.4	2.1	-5.3	-3.5	1.0	99.7
27	c1ccc(-c2nnc(-c3ccccn3)c(-c3ccccn3)n2)nc1	101.6	10.5	106.3	6.6	-7.2	-3.8	3.4	2.0	112.5
28	O=C(COC(=O)c1cncc(Br)c1)Nc1ccc2c(c1)OCO2	108.3	6.2	91.9	-5.8	-1.0	-5.2	11.1	0.0	93.3
29	CC(=O)Nc1ccc(NC(=O)C(C)OC(=O)c2cccc(S(=O)(=O)N3CCCCCC3)c2)cc1 (centres undefined)	101.0	-5.1	83.0	-7.8	-2.2	2.2	4.1	2.0	114.2
30	O=[N+]([O-])c1ccccc1N/N=C\c1ccccc1Cl	90.4	4.8	99.1	-0.9	4.9	0.0	7.7	1.0	91.4
31	CSc1nnc(-c2cccc(NC(=O)c3ccccc3)c2)n1C	99.4	-22.6	111.2	-27.2	0.1	-7.0	1.1	0.0	111.9
32	O=C(NC(NC(=S)N1CCOCC1)C(Cl)(Cl)Cl)c1ccc(Cl)cc1 (centres undefined)	93.2	-1.0	107.0	5.0	1.5	12.5	-3.2	0.0	99.7
33	COc1ccc(N2C(=O)N3[C@H](c4ccc(Cl)cc4)[C@@H]4C(=O)N(C5CCCCC5)C(=O)[C@@H]4[C@]3(Cc3ccc(Cl)cc3)C2=O)cc1	101.2	7.3	95.3	-1.2	-0.7	-12.3	7.6	1.0	83.4
34	O=C(NCc1ccccc1Cl)NCc1ccccc1Cl	92.8	4.1	94.3	3.8	-2.2	8.3	2.0	5.0	95.6
35	CC(=O)c1ccc(-c2ccc(C(=O)N(C)Cc3nc4ccccc4c(=O)[nH]3)o2)cc1	93.4	1.0	101.0	-1.0	nt	3.7	-3.5	0.0	102.0
36	COc1ccc(C2=CC(=O)C[C@H](c3ccc(F)cc3)C2)c(OC)c1	92.5	-9.6	117.9	-16.5	nt	0.0	12.4	4.0	96.6
37	O=C(CNC(=O)C(c1ccccc1)c1ccccc1)N/N=C/c1ccc(O)c([N+](=O)[O-])c1	121.0	0.1	106.4	1.9	1.3	-3.3	-0.9	4.0	109.8
38	COc1ccc(CNC(=O)COC(=O)C(CCSC)NC(=O)c2ccco2)cc1OC (centres undefined)	98.1	-1.1	85.3	-9.3	nt	4.3	-5.6	3.0	100.1
39	CCOC(=O)NC(=O)/C(C=Nc1ccc(Cl)c(Cl)c1Cl)=C(\C)O	101.3	5.0	88.5	3.0	1.9	-9.3	-1.8	0.0	99.3
40	CCOc1ccc(OCC)c(NC(=O)C2CCCN(S(=O)(=O)c3ccc(C)cc3)C2)c1 (centres undefined)	98.8	8.2	87.1	4.0	1.3	0.6	3.8	0.0	92.9
41	CCn1c2ccccc2c2cc(/C=N/n3c(C)nnc3C)ccc21	100.2	3.5	95.8	15.5	0.4	7.5	-0.1	0.0	101.2
42	CCOc1cc(S(=O)(=O)NCc2cccnc2)c(C)cc1C	99.3	0.6	134.4	4.6	-0.9	-14.5	3.1	0.0	102.6
43	Cc1cccc(-n2ncc3c2CCCC3NC(=O)c2ccc[n+]([O-])c2)c1C (centres undefined)	97.9	1.6	87.9	-0.7	-0.3	3.4	0.3	0.0	85.7
44	COc1ccc2nc(NC(=O)C3CCCO3)sc2c1 (centres undefined)	94.1	-2.0	95.8	-6.6	0.8	-1.4	2.2	1.0	92.6
45	CCCCOC(=O)Nc1nnc(-c2ccccc2OC)s1	82.9	1.6	105.7	-2.7	4.2	3.5	5.2	5.0	86.4
46	Cc1ccc(Cl)cc1NC(=O)CCC(=O)O	100.6	-0.3	105.8	-5.6	3.8	-5.4	2.1	0.0	105.0
47	CCC(CC)c1nc(C#N)c(NC(C)c2ccccc2)o1 (centres undefined)	89.2	0.4	104.5	-1.3	1.3	3.3	1.1	7.0	93.8
48	O=C(CN1CCC(C(O)(c2ccccc2)c2ccccc2)CC1)Nc1ccccc1	111.0	2.4	93.8	8.7	-0.1	20.9	-5.1	2.0	106.2

Reprinted at random: two entries already listed.
#	SMILES	CIT2-GFP yeast	BCLXL inh	CR mimetic SO	MCL1-BIM inh	MEX-5 binding	VLA-4 inh	GLD-1 TGE inh	GRK2 aptamer HTS	AGP1 TOR yeast
44	COc1ccc2nc(NC(=O)C3CCCO3)sc2c1 (centres undefined)	94.1	-2.0	95.8	-6.6	0.8	-1.4	2.2	1.0	92.6
8	COc1cccc(Oc2cc(Cl)nc(N)n2)c1	109.9	5.9	102.1	13.1	-1.9	-9.7	7.7	0.0	94.0

Later entries:
#	SMILES	CIT2-GFP yeast	BCLXL inh	CR mimetic SO	MCL1-BIM inh	MEX-5 binding	VLA-4 inh	GLD-1 TGE inh	GRK2 aptamer HTS	AGP1 TOR yeast
49	Cc1cccc(C)c1-n1c(C)nn(CCOc2ccccc2)c1=O	98.4	1.1	103.2	4.1	0.4	-8.1	-1.1	0.0	97.9
50	O=C(N/N=C/c1ccc(OC(=O)c2ccccc2)cc1)c1ccc(CN2CCOCC2)cc1	106.3	1.4	97.5	-2.1	0.6	-1.9	-3.5	0.0	102.7
51	O=C(CN1C(=O)COc2ccccc21)NCCN1CCCC1	107.7	6.1	97.5	4.4	-0.1	9.5	6.8	0.0	18.5
52	c1ccc(Cc2nnc3sc(-c4ccco4)nn23)cc1	100.0	16.9	100.2	15.1	-3.0	9.8	2.4	1.0	102.3
53	COc1ccc(C2CC(c3ccc(Br)cc3)=NN2C(=O)CN2CCCC2)cc1 (centres undefined)	93.9	3.6	82.1	-1.7	3.0	18.6	1.7	0.0	94.3
54	CC(=O)Nc1ccc(S(=O)(=O)NCCC(=O)OCC(=O)NNC(=O)c2ccccc2)cc1	104.5	6.8	88.7	7.3	-1.4	24.5	3.0	1.0	111.2
55	Cc1ccc2c(NC(=O)c3ccc(Br)o3)cccc2n1	101.3	9.5	95.5	11.1	-0.7	12.8	5.3	3.0	98.5
56	COc1ccc2oc(C(=O)OCC(=O)NC(=O)c3ccccc3)c(C)c2c1	98.3	1.6	87.4	1.0	-0.2	6.9	-5.8	3.0	96.9
57	O=C(NC1CCc2ccccc21)c1cc(COc2c(F)cccc2F)on1 (centres undefined)	99.6	-7.3	131.6	-2.4	1.2	-2.1	3.9	1.0	101.8
58	CC12CCC(=O)N1C(C(=O)NCCc1ccccc1)CS2 (centres undefined)	89.0	nt	92.7	nt	0.8	29.9	nt	0.0	97.3
59	CC(C(=O)N1CCOCC1)(c1ccccc1)c1ccccc1	90.0	0.7	102.4	-7.7	-1.4	33.7	-1.3	0.0	99.5
